STAT3 activator: STAT3 signaling activation; hit rate 0.91% among 190,000; U3A cells, IL-6 STAT3-luciferase reporter, luminescence; 100% = signal with IL-6 EC80 alone; activation (% of control), % at 5.6 µM;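 active = activation above the screen-wide mean of compound activation plus 3 SD, cut at about 130% in these data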;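 note: 0% = background luminescence of wells with medium and substrate only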
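Test system: STAT3-luciferase reporter U3A cells; Detection: reporter luminescence signal; Times: 1 h compound pre-exposure, 6 h IL-6 stimulation, 37 °C; Benchmarks: IL-6-only high control; Also added: IL-6 stimulus at 33 ng/mL final.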
STAT3 blocker: inhibitors of IL-6 induced STAT3 signaling; U3A cells, IL-6 STAT3-luciferase reporter, luminescence; host cell line lacks STAT1; inhibition, % at 5.5 µM; hit rate 0.89% among 190,000; AID 862;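 active = inhibition above the mean inhibition across all screened compounds plus 3 SD, cut at about 44% in these data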;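 note: 0% = DMSO only wells and 100% = 100 µM nifuroxazide control wells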
Diaphorase act: activates diaphorase or chemically reduces, flagging diaphorase assay artifacts | hit rate 0.005% among 190,000 | activation factor at 20 µM | Diaphorase/resazurin coupled assay, resorufin fluorescence, 16 min; stronger effect = higher value; 1 = vehicle wells, 0 = NADH-free wells;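 active = diaphorase activity raised at least twofold by the compound at 20 µM; inactive = activation factor below 2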
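Assay system: bacterial diaphorase enzyme (C. kluyveri) / Input: enzyme 0.07 U/mL final / Medium: 50 mM HEPES pH 7.4 with 4.542 mM MgCl2, 0.005% Tween 20 / Doses: single compound dose of 20 µM, 1% DMSO final / Incubation: 16 min enzyme reaction, ambient temperature / Signal: fluorescence, excitation 544 nm and emission 590 nm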
Hsp70 activator: switches on Hsp70 transcription. HeLa Hsp70 promoter luciferase reporter, luminescence; scaled: vehicle 0, proteasome-inhibitor control 100%. activation, % at 10 µM. hit rate 0.04% among 200,000;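 active = activation above the mean across all tested compounds plus 3 SD, cutoff set per campaign, cut at about 5.5% in these data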;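 note: 100% = MG132 at 30 µM as the positive control and 0% = DMSO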
STAT1 act: STAT1 signaling activation; NIH 3T3 STAT1-luciferase reporter, IFN-gamma, luminescence; 100% = IFN-gamma alone, no compound; activation (% of control), % at 5.5 µM; hit rate 2.6% among 200,000; AID 932;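 active = activation above the screen-wide mean activation plus 3 SD, cut at about 130% in these data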;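 note: raw ratio to IFN-gamma control signal so 100% means no change and 0% no light; values of inactives mirror those of a sister screen read the other way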
Diaphorase inh: counter-screen for diaphorase-based assays: diaphorase inhibitors and chemical oxidizers; inhibition, % at 20 µM; diaphorase resazurin-to-resorufin fluorescence, NADH, 16 min; bacterial (C. kluyveri) enzyme, not human; hit rate 0.69% among 190,000;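 active = primary screen inhibition at 20 µM above a set limit, cut at about 50% in these data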;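 note: plate controls were DMSO with full reaction for no effect and wells lacking NADH for full effect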
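controls = No-NADH positive control and DMSO neutral control | system = Clostridium kluyveri diaphorase enzyme | timing = reaction incubation of 16 min at room temperature | signal = resorufin fluorescence 544/590 nm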
G6PDH CS: counter-screen for G6PDH assay hits: L. mesenteroides G6PDH inhibition; hit rate 0.12% among 200,000; Purified L. mesenteroides G6PDH, diaphorase/resazurin coupled fluorescence, 45 min; inhibition, % at 5 µM; AID 1020; in the data active = inhibition above about 50%
STAT1 blocker: STAT1 signaling inhibition | NIH 3T3 STAT1-luciferase reporter, IFN-gamma, luminescence | inhibition, % at 5.5 µM | hit rate 0.35% among 200,000;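 active = inhibition above a set limit, the mean inhibition across all tested compounds plus 3 SD, cut at about 34% in these data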;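 note: 0% = IFN-gamma with DMSO and 100% = IFN-gamma with 300 µM nifuroxazide; values of inactives mirror those of a sister screen read the other way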
APP 5UTR inh: APP translation inhibition; hit rate 0.82% among 190,000; AID 1285; SH-SY5Y APP 5'UTR-luciferase reporter, luminescence; inhibition, % at 2 µM;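 active = inhibition above a set limit, derived from the sample mean plus 3 SD, cut at about 45% in these data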; note: values of inactives mirror those of a sister screen read the other way
TLR4-MyD88 BLA: TLR4-MyD88 interaction inhibition in cells; O00206+Q99836; HeLa CL3-4 TLR4/MyD88 BLA complementation, FRET ratio; inhibition, % at 8.4 µM; hit rate 0.18% among 200,000; in the data active = inhibition above about 25%;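 note: 0% = vehicle and 100% = reference inhibitor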
Target sequence (O00206 whole entry, looked up): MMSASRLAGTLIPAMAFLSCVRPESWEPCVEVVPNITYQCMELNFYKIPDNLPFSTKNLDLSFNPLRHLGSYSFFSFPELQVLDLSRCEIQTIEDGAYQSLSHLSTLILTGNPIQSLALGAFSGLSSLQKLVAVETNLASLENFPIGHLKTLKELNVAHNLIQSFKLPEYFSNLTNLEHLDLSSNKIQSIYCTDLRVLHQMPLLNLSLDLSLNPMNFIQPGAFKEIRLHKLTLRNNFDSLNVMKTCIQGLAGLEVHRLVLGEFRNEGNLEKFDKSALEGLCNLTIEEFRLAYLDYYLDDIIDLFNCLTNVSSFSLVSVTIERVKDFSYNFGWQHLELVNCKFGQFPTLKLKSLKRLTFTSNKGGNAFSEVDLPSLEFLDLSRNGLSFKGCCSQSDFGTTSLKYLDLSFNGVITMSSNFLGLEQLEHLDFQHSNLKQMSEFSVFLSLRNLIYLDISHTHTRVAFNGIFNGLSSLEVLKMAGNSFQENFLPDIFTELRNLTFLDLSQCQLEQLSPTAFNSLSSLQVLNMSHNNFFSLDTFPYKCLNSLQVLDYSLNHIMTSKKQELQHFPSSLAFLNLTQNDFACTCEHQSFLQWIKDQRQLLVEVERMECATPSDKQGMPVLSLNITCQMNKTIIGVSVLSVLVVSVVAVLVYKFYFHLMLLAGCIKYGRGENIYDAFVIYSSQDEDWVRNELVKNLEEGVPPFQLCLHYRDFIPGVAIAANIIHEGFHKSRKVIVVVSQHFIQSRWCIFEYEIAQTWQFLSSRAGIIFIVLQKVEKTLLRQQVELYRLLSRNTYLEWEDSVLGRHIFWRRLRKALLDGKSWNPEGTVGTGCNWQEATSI
Target sequence (Q99836 whole entry, looked up): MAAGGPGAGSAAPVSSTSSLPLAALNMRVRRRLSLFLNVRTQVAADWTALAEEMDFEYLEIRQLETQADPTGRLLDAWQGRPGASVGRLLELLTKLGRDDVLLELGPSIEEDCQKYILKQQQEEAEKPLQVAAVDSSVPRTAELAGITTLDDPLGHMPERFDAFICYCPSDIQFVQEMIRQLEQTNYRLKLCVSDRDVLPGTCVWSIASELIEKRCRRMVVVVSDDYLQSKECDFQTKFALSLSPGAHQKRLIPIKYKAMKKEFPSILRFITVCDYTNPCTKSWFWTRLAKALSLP
* hit, by the source's call; x = no result given; & = joins results of further samples. Not a hit list; 6.1% or so of the library scored in one or more.

SMILES | STAT3 activator | STAT3 blocker | Diaphorase act | Hsp70 activator | STAT1 act | Diaphorase inh | G6PDH CS | STAT1 blocker | APP 5UTR inh | TLR4-MyD88 BLA
Cc1cc(NC(=O)c2cc3nc(C4CC4)cc(C(F)(F)F)n3n2)no1 | 93 | 7 | 0.8 | -0.2 | 107 | 18 | 2 | -8 | -2 | -2
CCC(C)[C@H](NC(=O)NCc1cccc(OC)c1)C(=O)O (some centres undefined) | 105 | -3 | 0.9 | -0.3 | 96 | 13 | 9 | 4 | -17 | -12
CC(=O)c1cn(CC(=O)Nc2c(C)cccc2C)c2ccccc12 | 77 | 30 | 0.9 | -0.2 | 72 | 15 | 5 | 30 | 13 | -16
COc1c(S(=O)(=O)NCCN2CCOCC2)ccc(Cl)c1Cl | 98 | 8 | 0.8 | -0.3 | 100 | 16 | 2 | 0 | 4 | 1
C/C=C/C(=O)OCC(=O)NC(=O)NC(C)C | 105 | 0 | 1 | -0.1 | 97 | 4 | 1 | 4 | 20 | 0
COC(=O)C1=C(C)OC(N)=C(C#N)C1c1cc(OC)c(OCC(N)=O)cc1Cl (centres undefined) | 106 | -3 | 0.8 | -0.6 | 97 | 17 | 11 | 3 | 6 | -58
Nc1nonc1C(=O)N/N=C/c1cccc([N+](=O)[O-])c1 | 105 | -3 | 0.8 | -0.2 | 112 | 17 | 13 | -14 | 3 | -2
N#CCCSc1ccccc1NC(=O)c1ccc(S(=O)(=O)N2CCCC2)cc1 | 103 | -1 | 0.9 | -0.1 | 102 | 13 | 5 | -2 | 1 | -9
O=C(Cc1ccc(-c2ccccc2)cc1)NCCN1CCOCC1 | 97 | 8 | 0.9 | -0.4 | 110 | 6 | 2 | -13 | -17 | -7
O=C(c1cccc(C(F)(F)F)c1)N1CCC(O)(CS(=O)(=O)Cc2ccccc2)CC1 | 100 | 10 | 1 | 0.0 | 79 | 4 | -1 | 24 | 10 | -13
COc1cc(NC(=O)C(C)Oc2ccccc2)cc(OC)c1 (centres undefined) | 97 | 8 | 0.9 | 0.1 | 102 | 6 | 0 | 0 | 0 | 12
Cc1ccc2nc(NC3=NC(CC(=O)O)C(=O)N3)nc(C)c2c1 (centres undefined) | 96 | 9 | 1 | 0.0 | 103 | 3 | -2 | -6 | -1 | 18
CCCNC(=O)c1nn2cc(Br)cnc2c1Br | 104 | 1 | 0.9 | -0.4 | 101 | 14 | 4 | -3 | 10 | -10
CCN(CCCNC(=O)c1ccc(N2CCCC2=O)cc1)c1cccc(C)c1 | 79 | 32 | 0.9 | 0.5 | 93 | 7 | 5 | 8 | 3 | 10
C/C(CC1(O)C(=O)N(C)c2ccccc21)=N\O (centres undefined) | 102 | 0 | 0.9 | -0.1 | 107 | 11 | 4 | -7 | -3 | 1
O=C(C1CCN(S(=O)(=O)N2CCCC2)CC1)N1CCCCC1 | 94 | 13 | 1 | -0.6 | 99 | 2 | -8 | 2 | -23 | -2
COc1ccc(-c2cn3cc(C(F)(F)F)cc(Cl)c3n2)cc1 | 161* | -67 | 1 | -0.1 | 150* | 4 | 3 | -58 | -150 | 7
Cc1ccc(OCc2nnc(SCc3ccc(C#N)cc3)n2-c2ccc(C)cc2)cc1 | 100 | 0 | 0.8 | 0.2 | 101 | 15 | -4 | -1 | 4 | -11
Cc1cccc(NC(=S)NC23CN4CN(CN(C4)C2)C3)c1C | 100 | 2 | 1.1 | -0.3 | 101 | -8 | 4 | -2 | -6 | 2
CC(C)N1CCN(Cc2cccc3nonc23)CC1CCO (centres undefined) | 104 | -1 | 0.9 | -0.4 | 92 | 13 | 14 | 6 | 12 | 3
CC1CCN(CC(=O)N2c3ccccc3CC2C)CC1 (centres undefined) | 100 | 4 | 1.1 | -0.3 | 94 | -8 | -4 | 5 | -1 | 8
COC(=O)COc1cccc(-n2cnnn2)c1 | 96 | 7 | 0.9 | -0.5 | 92 | 14 | 14 | 8 | -1 | -4
C=CCn1c(=NC(=O)C2CCCCC2)sc2cc(NC(C)=O)ccc21 | 90 | 20 | 1 | -0.1 | 104 | 0 | -22 | -4 | 6 | -3
O=C(/C=C/c1cccc([N+](=O)[O-])c1)n1cnc2ccccc21 | 84 | 22 | 0.9 | 0.1 | 107 | 14 | 3 | -9 | 51* | -3
COc1ccc(CC(=O)NCc2ccc3c(c2)OCO3)cc1 | 95 | 4 | 0.9 | 0.3 | 96 | 8 | 2 | 5 | -14 | -2
CC(=O)Nc1cccc(NC(=O)C2CCCN2C(=O)Nc2cccc(F)c2)c1 (centres undefined) | 101 | 4 | 1 | 0.2 | 102 | 2 | 6 | -2 | 17 | 2
c1ccc(CN2CCN(c3nc(N4CCOCC4)c4ccccc4n3)CC2)cc1 | 91 | 12 | x | -0.4 | 102 | x | x | -3 | -8 | 4
Oc1c(N=NC(=S)Nc2ccccc2F)c2ccccc2n1Cc1ccccc1Cl | 100 | 2 | 0.9 | -0.2 | 121 | 5 | 0 | -23 | 17 | -15
COc1ccnc(N=CNOCc2cccc(C(F)(F)F)c2)c1C#N | 90 | 16 | 0.8 | 0.0 | 102 | 20 | 9 | -4 | -47 | -8
O=C1CSC(c2ccccn2)N1c1ccc(Br)cc1 (centres undefined) | 106 | -2 | 1 | 0.3 | 98 | 2 | 1 | 0 | -7 | -6
Nc1ccc(CSc2ccc(Cl)cc2)cc1 | 98 | 4 | 0.8 | -0.1 | 125 | 18 | 3 | -30 | -24 | 5
O=C(C1=C[C@@H](c2coc3ccccc3c2=O)C[C@@H](OCCCCO)O1)N1CCN(Cc2ccccc2)CC1 | x | x | 1 | -0.5 | 103 | -2 | 6 | -1 | -10 | -10
COc1ccc(NC(=O)N2CCCC2C(=O)NCc2ccc(F)cc2)cc1 (centres undefined) | 92 | 11 | 0.9 | -0.3 | 104 | 8 | 6 | -5 | 10 | 6
Cc1cc(Nc2ccccc2)n(-c2nc3ccccc3[nH]2)n1 | 88 | 20 | 0.9 | -0.2 | 96 | 10 | -1 | 5 | 6 | 6
CCOc1cc(C2NN=C(c3ccccc3)S2)ccc1OCc1ccc(F)cc1 (centres undefined) | 95 | 7 | 1 | 0.0 | 133* | 0 | 4 | -36 | -97 | -8
COc1ccccc1-n1c(SCC(=O)O)nnc1-c1ccc(S(=O)(=O)N2CCCCC2)cc1 | 102 | 1 | 0.9 | -0.4 | 101 | 7 | 15 | -1 | -2 | -3
CCc1cc2c(SCC(=O)C(C#N)=C3N(C)c4ccccc4N3C)ncnc2s1 | 110 | -11 | 0.8 | 0.0 | 109 | 23 | -3 | -10 | -1 | -6
COc1cccc(-c2nc3ccc([N+](=O)[O-])cc3o2)c1 | 92 | 14 | 1 | 0.2 | 136* | 0 | 6 | -42 | -144 | 6
O=C(CCCN1C(=O)/C(=C\c2ccccc2)SC1=S)Nc1ccc(O)cc1 | 96 | 8 | x | -0.2 | 100 | x | 8 | -2 | 19 | 0
Cc1nn(-c2ccccc2)c(N)c1C(c1ccccc1)c1c(C)nn(-c2ccccc2)c1N | 105 | -11 | 0.9 | -0.3 | 99 | 6 | -9 | 1 | 13 | -7
CCOC(=O)C(NC(=O)c1cccc(Cl)c1)(Nc1nnc(C)s1)C(F)(F)F (centres undefined) | 100 | 3 | 0.9 | -0.5 | 100 | 11 | 7 | 0 | -1 | -9
CC1=NN(c2ccccc2)C(=O)/C1=C\c1cn(CCC#N)nc1-c1ccc(Cl)cc1 | 109 | -6 | 0.8 | -0.5 | 100 | 23 | 8 | -1 | 9 | -2
Cc1ccc(NC(=S)N(CCN(C)C)C(C)c2cccnc2)c(C)c1 (centres undefined) | 98 | 10 | 1.1 | 0.4 | 107 | -14 | 4 | -10 | 11 | -2
CCOC(=O)C(=CNc1ncccc1C)C(=O)OCC | 94 | 13 | 0.9 | -0.3 | 77 | 11 | 5 | 26 | 9 | 5
CC(/C=C\c1cccnc1)=C/C(=O)O | 100&104 | 5&1 | 0.9&0.9 | -0.1&-0.3 | 97&100 | 12&6 | 0&0 | 3&0 | 14&9 | -5&7
CC(=O)c1cc2c(cc1NC(=O)CN1CCN(C(=O)c3ccco3)CC1)OCO2 | 100 | 5 | x | -0.2 | 98 | x | x | 3 | -2 | -11
O=C(Cc1cc(=O)[nH][nH]1)N/N=C/c1c(Cl)cccc1Cl | 102&101 | -4&2 | 1&1 | -0.1&-0.2 | 102&85 | -4&1 | 4&14 | -2&17 | 11&4 | -2&7
Cc1cc(=O)n2cccc(O)c2n1 | 93 | 13 | 0.4 | -0.1 | 103 | 63* | 56* | -5 | -1 | -2
COC(=O)c1ccc(NC(=O)CN(C)S(=O)(=O)c2ccc(OC)c(C)c2)cc1 | 89 | 18 | 0.9 | -0.3 | 92 | 7 | 21 | 9 | -2 | 12
Cc1c(C)c2cc(Cl)c(OCc3nn[nH]n3)cc2oc1=O | 107 | -2 | 0.9 | -0.3 | 103 | 10 | 17 | -3 | 0 | -13
O=C(NCCN1CCOCC1)c1csc2c1CCCC2 | 96 | 8 | 0.9 | 0.3 | 98 | 11 | -18 | 2 | -24 | -6
Cc1ccc(-n2ncc(N(C)C)c(Cl)c2=O)cc1 | 86 | 21 | 1 | 0.0 | 132* | 4 | 2 | -36 | -119 | -3
Cc1nc(NCc2ccccc2)sc1C(=O)Nc1ccccc1 | 91 | 18 | 0.9 | 0.1 | 124 | 7 | 7 | -26 | -26 | 3
CCOC(=O)C(C)Sc1ccc2nnc(-c3ccc(F)cc3)n2n1 (centres undefined) | 97 | 6 | 0.9 | -0.2 | 93 | 12 | 3 | 7 | 0 | -8
O=C(c1ccc(Cl)cc1)c1ccc(OCC(O)CN2CCCCC2)cc1 (centres undefined) | 99 | 4 | 0.9 | -0.1 | 98 | 11 | -1 | 2 | -13 | -2
O=C(/C=C/c1ccco1)NC(=S)Nc1ccc(Cl)cn1 | 86 | 17 | 0.8 | -0.1 | 95 | 24 | 4 | 5 | x | 1
C=CCOc1ccc(CN(C)Cc2nc3cc(C(F)(F)F)ccc3c(=O)[nH]2)cc1 | 102 | -2 | 0.7 | -0.2 | 99 | 26 | 5 | 2 | -3 | -4

Compound profiles, as listed above. Order of screens: STAT3 activator | STAT3 blocker | Diaphorase act | Hsp70 activator | STAT1 act | Diaphorase inh | G6PDH CS | STAT1 blocker | APP 5UTR inh | TLR4-MyD88 BLA
Results for COc1ccnc(N=CNOCc2cccc(C(F)(F)F)c2)c1C#N = 90 | 16 | 0.8 | 0.0 | 102 | 20 | 9 | -4 | -47 | -8
Results for O=C(C1CCN(S(=O)(=O)N2CCCC2)CC1)N1CCCCC1 = 94 | 13 | 1 | -0.6 | 99 | 2 | -8 | 2 | -23 | -2

Compound activity (PubChem BioAssay)
